# Anthrax LF prot – blocks Bacillus anthracis lethal factor protease; P15917; multiplex microsphere protease cleavage assay, LF; inhibition, % at 10 µM; 360,000 tested, 0.12% active; also: plate controls were buffer without enzyme for full effect and enzyme alone for no effect
# BoNT A protease – blocks Botulinum neurotoxin A light chain protease. multiplex microsphere protease substrate cleavage, flow cytometry. inhibition, % at 10 µM. 360,000 tested, 0.17% active. AID 588499; also: plate controls were buffer without enzyme for full effect and enzyme alone for no effect
# PrPC surface inh – cell surface PrPC inhibition, primary TR-FRET screen; P04156; TR-FRET read-out; inhibition, % at 13.8 µM; 370,000 tested, 0.43% active; AID 720596; in the data active = inhibition above about 24%; also: 0% = median of the test wells and 100% = reference compound wells
# Vc quorum ag – inducers of Vibrio cholerae quorum light production without autoinducers. V. cholerae BH1578 lux reporter, luminescence, 6 h. activation, % at 18.7 µM. 350,000 tested, 0.16% active; in the data active = activation mostly above about 9.7%, no sharp cut-off; also: not every result past the cut was called active; inactives centre near 0; reference of the scale not given here
# SARS 3CLpro inh – SARS-CoV 3CLpro protease inhibition; P0C6X7; recombinant SARS-CoV 3CLpro, quenched FRET peptide cleavage; inhibition, % at 6 µM; 290,000 tested, 0.14% active; AID 1706; in the data active = inhibition above about 12%
# PfHsp40 yeast – rescue of PfHsp40-mediated yeast toxicity. S. cerevisiae expressing PfHsp40, growth rescue, ATP luminescence. growth rescue, % at 12.5 µM. 340,000 tested, 0.68% active. AID 504582; in the data active = growth rescue above about 28%, passing the limit was not always enough;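 also: yeast W303a lacking pdr1 and pdr3 grown in galactose medium; growth measured after three days at 30 °C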
# TcdB inh – TcdB glycohydrolase inhibition; inhibition, % at 9.99 µM; TcdB glycohydrolase enzymatic assay, plate reader; 350,000 tested, 0.24% active; in the data active = inhibition above about 10%
# Target sequence (P18177 whole entry, looked up): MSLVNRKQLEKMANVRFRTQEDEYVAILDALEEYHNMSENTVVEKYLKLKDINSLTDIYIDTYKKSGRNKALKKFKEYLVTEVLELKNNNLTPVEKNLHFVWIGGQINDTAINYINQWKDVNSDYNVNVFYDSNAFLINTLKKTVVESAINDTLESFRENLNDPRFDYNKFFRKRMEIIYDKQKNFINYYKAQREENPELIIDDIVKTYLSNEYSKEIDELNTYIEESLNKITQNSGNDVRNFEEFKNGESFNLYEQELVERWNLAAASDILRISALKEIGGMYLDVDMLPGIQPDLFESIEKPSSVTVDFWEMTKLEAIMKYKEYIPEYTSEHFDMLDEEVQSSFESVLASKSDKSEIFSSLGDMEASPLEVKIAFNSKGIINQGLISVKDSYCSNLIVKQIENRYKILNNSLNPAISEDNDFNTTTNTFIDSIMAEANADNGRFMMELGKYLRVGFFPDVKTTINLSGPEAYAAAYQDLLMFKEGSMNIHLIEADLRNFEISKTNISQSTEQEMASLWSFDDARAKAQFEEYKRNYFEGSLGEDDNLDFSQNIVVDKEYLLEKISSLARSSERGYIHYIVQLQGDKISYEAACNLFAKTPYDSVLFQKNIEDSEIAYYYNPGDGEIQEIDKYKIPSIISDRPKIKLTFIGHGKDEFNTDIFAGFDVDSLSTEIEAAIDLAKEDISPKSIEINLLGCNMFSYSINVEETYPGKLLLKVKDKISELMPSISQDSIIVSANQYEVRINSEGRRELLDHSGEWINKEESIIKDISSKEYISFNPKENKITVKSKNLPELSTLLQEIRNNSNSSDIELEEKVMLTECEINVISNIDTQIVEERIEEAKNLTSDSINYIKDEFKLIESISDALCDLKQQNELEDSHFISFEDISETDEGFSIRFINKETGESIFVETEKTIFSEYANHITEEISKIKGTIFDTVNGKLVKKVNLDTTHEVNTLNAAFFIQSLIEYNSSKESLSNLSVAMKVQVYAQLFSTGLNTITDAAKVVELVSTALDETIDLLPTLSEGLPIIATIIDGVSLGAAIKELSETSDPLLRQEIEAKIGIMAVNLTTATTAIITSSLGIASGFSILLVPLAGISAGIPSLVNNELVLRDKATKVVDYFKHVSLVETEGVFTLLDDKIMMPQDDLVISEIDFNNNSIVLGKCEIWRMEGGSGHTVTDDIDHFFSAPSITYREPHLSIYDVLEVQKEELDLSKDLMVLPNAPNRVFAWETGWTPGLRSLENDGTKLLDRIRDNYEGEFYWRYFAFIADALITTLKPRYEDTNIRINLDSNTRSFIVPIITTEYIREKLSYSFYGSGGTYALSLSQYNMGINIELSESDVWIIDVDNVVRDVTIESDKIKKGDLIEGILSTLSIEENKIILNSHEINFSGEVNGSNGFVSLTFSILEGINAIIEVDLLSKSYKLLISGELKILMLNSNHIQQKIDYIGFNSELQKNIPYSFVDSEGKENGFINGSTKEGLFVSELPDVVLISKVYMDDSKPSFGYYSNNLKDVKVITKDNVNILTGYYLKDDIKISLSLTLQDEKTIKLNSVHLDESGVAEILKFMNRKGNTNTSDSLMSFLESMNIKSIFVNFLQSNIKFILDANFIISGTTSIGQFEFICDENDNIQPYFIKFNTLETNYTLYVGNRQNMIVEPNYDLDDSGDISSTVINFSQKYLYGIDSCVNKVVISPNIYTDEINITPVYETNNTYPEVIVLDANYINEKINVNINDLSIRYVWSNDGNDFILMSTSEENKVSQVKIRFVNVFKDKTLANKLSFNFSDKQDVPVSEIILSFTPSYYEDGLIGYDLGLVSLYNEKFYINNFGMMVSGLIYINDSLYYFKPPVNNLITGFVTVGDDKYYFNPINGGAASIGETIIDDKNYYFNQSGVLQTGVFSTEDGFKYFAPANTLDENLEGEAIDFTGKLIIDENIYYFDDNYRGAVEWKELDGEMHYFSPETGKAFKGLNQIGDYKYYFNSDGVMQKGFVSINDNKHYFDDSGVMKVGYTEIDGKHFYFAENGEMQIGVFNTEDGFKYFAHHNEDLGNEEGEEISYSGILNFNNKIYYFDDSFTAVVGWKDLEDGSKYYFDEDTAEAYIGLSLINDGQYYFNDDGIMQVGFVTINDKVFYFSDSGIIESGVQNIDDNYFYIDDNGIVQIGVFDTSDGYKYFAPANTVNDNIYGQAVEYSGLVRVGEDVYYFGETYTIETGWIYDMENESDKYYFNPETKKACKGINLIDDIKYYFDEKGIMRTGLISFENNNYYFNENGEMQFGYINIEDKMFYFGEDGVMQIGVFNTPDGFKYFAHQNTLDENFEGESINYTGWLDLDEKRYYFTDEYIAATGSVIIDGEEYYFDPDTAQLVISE
# PriA SSB inh – blocks PriA binding to SSB C-terminal tail; AlphaScreen SSBct-PriA binding, biotinylated peptide; inhibition, % at 33 µM; 430,000 tested, 0.6% active; AID 1272365; in the data active = inhibition mostly above about 37%, no sharp cut-off; inactive = mostly below about 20%;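 also: plate controls were negative control peptide for no effect and reference peptide for full effect; strong numbers were not always called active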
# Y pestis TopoI – blocks Yersinia pestis topoisomerase I activity; activity, % at 10 µM; 360,000 tested, 0.064% active; AID 504884; Y. pestis Topo-I cleavage product accumulation, plate reader; in the data active = activity above about 50%, passing the limit was not always enough; also: inactives centre near 2
# Starred values were filed as active, the others as inactive; i = inactive; x = not tested or not shown; & = joins results of further samples. Rule as the data show it, unless noted: active = inhibition above about 30%; inconclusive = no clear call, values can overlap the other calls; inactive = below that. These rows are one share of the data; count on the stated rates, not on these rows.
SMILES,Anthrax LF prot,BoNT A protease,PrPC surface inh,Vc quorum ag,SARS 3CLpro inh,PfHsp40 yeast,TcdB inh,PriA SSB inh,Y pestis TopoI
CC(C)(C)c1cc(NC(=O)CSc2nnc(N)s2)n(-c2ccccc2)n1,-1.0,-1.2,4.2,i,3.9,-1.1,x,-0.5,-0.6
CCOC(=O)c1coc(CNC(=O)c2c(C)oc3c2CCCC3)c1,-6.4,-0.5,0.6,i,-1.1,-1.2,x,-10.4,1.9
COc1ccc(C(=O)COc2ccc(C)cc2NC(C)=O)cc1,x,x,7.1,-0.6,2.2,-1.3,1.4,-3.1,1.6
O=C(Nc1ccc(F)c(Cl)c1)c1cc(C2CCCN(C(=O)C3CC3)C2)on1 (stereo not given),1.8,0.0,9.7,i,x,x,0.9,x,18.9
Cc1sc2nc(CC(N)=O)[nH]c(=O)c2c1-c1ccccc1,2.2,-0.4,x,-3.7,3.1,-0.4,x,-9.9,-1.8
O=C(Nc1ccccc1Cc1ccccc1)c1ccccc1NS(=O)(=O)c1ccc(Cl)s1,-5.0,-1.6,12.8,-0.2,4.2,5.5,x,-4.3,17.8
CC(=O)N/C(=C/c1ccccc1)C(=O)NC(Cc1ccccc1)C(=O)O (stereo not given),3.2,0.3,-2.0,-0.2,2.8,-0.9,1.4,-5.0,-8.9
Cc1cc(Cl)ccc1OCCCC(=O)NCc1ccncc1,-1.5,-0.5,3.8,i,5.5,-0.5,x,-20.8,1.0
CCC(CO)Oc1cc(NCc2ccccc2OC)c2ncn(C(C)C)c2c1 (stereo not given),-2.4,0.9,-6.7,-0.5,x,-0.9,0.4,6.3,8.8
O=c1cc(-c2ccc(O)c(O)c2)oc2cc(O)c(C3OC(CO)C(O)C(O)C3O)c(O)c12 (stereo not given),-2.0,-0.5,0.2,-0.2,-0.3,-2.0,-8.8,6.4,1.3
Cc1ccc(C(NC(=O)N2CCOCC2)C(Cl)(Cl)Cl)cc1F (stereo not given),-1.0,-0.9,1.6,-0.3,5.0,0.1,0.5,-13.2,-1.0
N#Cc1cc([N+](=O)[O-])ccc1NC(=O)COC(=O)CN1C(=O)C2CCCCC2C1=O (stereo not given),10.8,-0.3,-21.5,i,x,0.8,1.4,6.5,1.4
CN(CC(=O)Nc1ccccc1Cl)C(=O)c1cc2c(s1)CCCCC2,x,x,-2.0,i,x,1.1,2.3,-5.0,35.9
COc1ccc(F)cc1C1=CC(=O)C[C@H](c2ccc3c(c2)OCO3)C1,4.6,0.5,10.3,i,x,4.2,1.3,5.0,20.6
C=CCn1c(C)cc(C(=O)CSc2n[nH]c(N)n2)c1C,-3.6,1.0,7.6,-3.8,-2.9,-0.6,x,6.0,9.4

# Part of the list above, reformatted:
Molecule | Anthrax LF prot | BoNT A protease | PrPC surface inh | Vc quorum ag | SARS 3CLpro inh | PfHsp40 yeast | TcdB inh | PriA SSB inh | Y pestis TopoI
CCOC(=O)c1coc(CNC(=O)c2c(C)oc3c2CCCC3)c1 | -6.4 | -0.5 | 0.6 | i | -1.1 | -1.2 | x | -10.4 | 1.9
CCC(CO)Oc1cc(NCc2ccccc2OC)c2ncn(C(C)C)c2c1 (stereo not given) | -2.4 | 0.9 | -6.7 | -0.5 | x | -0.9 | 0.4 | 6.3 | 8.8
Cc1ccc(C(NC(=O)N2CCOCC2)C(Cl)(Cl)Cl)cc1F (stereo not given) | -1.0 | -0.9 | 1.6 | -0.3 | 5.0 | 0.1 | 0.5 | -13.2 | -1.0
COc1ccc(C(=O)COc2ccc(C)cc2NC(C)=O)cc1 | x | x | 7.1 | -0.6 | 2.2 | -1.3 | 1.4 | -3.1 | 1.6
Cc1cc(Cl)ccc1OCCCC(=O)NCc1ccncc1 | -1.5 | -0.5 | 3.8 | i | 5.5 | -0.5 | x | -20.8 | 1.0

# Additional compounds:
SMILES,Anthrax LF prot,BoNT A protease,PrPC surface inh,Vc quorum ag,SARS 3CLpro inh,PfHsp40 yeast,TcdB inh,PriA SSB inh,Y pestis TopoI
COc1ccc(NC(=O)Cn2nnc(C(N)=O)c2N)c(OC)c1,6.0,1.6,4.5,-0.2,-0.3,0.6,0.7,-6.3,-0.1
CCOC(=O)c1cc(-c2ccc(F)cc2)n(CCC(=O)NC2CCN(Cc3ccccc3)CC2)c1C,-3.4,-1.5,-15.5,i,-0.5,-0.7,0.9,26.5,3.2
O=C1NC(=O)N(CCC2=CCCCC2)C(=O)/C1=C/c1ccc(O)cc1,-2.7,0.1,-1.9,-5.6,4.2,-0.6,-0.9,-1.0,-3.7
O=C(NCC(c1cccs1)N1CCOCC1)c1ccco1 (stereo not given),-16.7,-1.6,-4.4,x,-3.8,-0.5,x,-14.6,8.6
Cc1ccc(-n2sc3ccccc3c2=O)cc1S(=O)(=O)N1CCCCC1,2.1,32.5*,2.0,-1.1,11.0,7.9,1.3,5.4,-1.4
Cc1ccc(C)c(Cn2c(=O)n(-c3ccc(CC(=O)NCc4ccco4)cc3)c(=O)c3sccc32)c1,-0.2,-0.5,-5.5,x,4.3,1.2,0.3,-6.5,6.6
CN(C=O)c1cc([N+](=O)[O-])ccc1OCc1ccccc1,1.1,-0.1,-10.6,i,x,-0.6,1.7,-0.6,4.8
CN(Cc1ccccc1)C(=O)COC(=O)c1ccccc1SCC(=O)N1CCCC1,4.3,-1.2,5.1,i,x,-0.3,2.9,2.3,15.4
Nc1ccc(C2(c3ccc(N)cc3)c3ccccc3-c3ccccc32)cc1,-1.0,-0.7,-3.3,-1.4,1.6,-0.3,0.7,62.2,-13.0
NC(=O)CC[C@H](NC(=O)c1ccc(F)cc1)C(=O)OCC(=O)Nc1ccc(N2CCOCC2)cc1,-0.8,-0.3,-1.6,-0.3,0.2,0.1,0.6,-2.7,-13.3
CCOc1ccc(NC(C)=O)cc1,1.0,-1.3,9.6,i,-0.1,0.0,1.3,-4.1,1.2
O=c1[nH]c(C2CCN(S(=O)(=O)c3ccc(S(=O)(=O)NC4CC4)cc3)CC2)nc2c1nnn2Cc1cccc(F)c1,7.0,1.4,-2.3,-0.9,7.7,-0.5,0.5,8.4,19.1
c1ccc(-n2nnnc2-c2cnc(-c3ccncc3)nc2-c2cccs2)cc1,2.4,-0.5,-11.6,-0.6,-3.1,-0.5,x,4.8,13.9
CCC1=C(OC(=O)N(CC)CC)N2C(=O)OC(=NCCc3c[nH]c4ccccc34)[C@]2(C)[C@H]2C1=CC[C@H]1C(=O)N(C)C(=O)[C@H]12,-0.6,-0.4,4.3,i,x,0.3,2.3,17.3,25.2
CCOC(=O)c1cnc2c(ccc3ccccc32)c1N,2.3,-3.6,-3.2,i,3.5,0.4,0.6,-15.8,2.9
CCC1CCCCN1C(=O)CSc1nnc(-c2ccc(Cl)s2)o1 (stereo not given),-0.3,0.0,-5.7,-0.4,-2.5,1.4,x,3.9,2.5
CCOc1ccc(Oc2nc(NCC(C)C)nc(N(C)C)n2)nn1,4.5,1.3,0.9,i,-5.1,0.1,x,-4.5,1.6
COc1ccc(-n2ncc3c2CC(C)(C)CC3NC(=O)C2=CC(=O)CC(C)(C)O2)cc1 (stereo not given),-0.1,-0.5,0.8,i,0.3,0.9,0.0,-8.3,22.6
CC(C)(C)c1ccc(C2(C)NC(=O)N(CC(=O)c3ccc[nH]3)C2=O)cc1 (stereo not given),-0.9,-0.9,9.4,i,6.2,1.2,-2.2,-3.3,-5.4
NC(=O)N/N=C/C=C/c1ccccc1,-2.1,0.5,-0.4,-0.4,0.0,-0.2,1.0,x,1.6
Cc1nn(Cc2ccc(Cl)cc2)c(C)c1NC(=O)c1c(-c2ccccc2)noc1C,1.8,-0.5,-4.6,i,0.6,1.0,x,-5.2,-3.4
COc1ccc(OC)c(NC(=O)C(=O)NCCC2=CCCCC2)c1,0.7,-0.2,2.2,-0.2,-1.4,1.8,x,-14.7,10.3
Cc1[nH]nc(SCC(=O)NCc2ccccc2)c1[N+](=O)[O-],-1.1,0.7,2.3,-0.3,6.7,2.2,x,4.6,5.2
CCOC(=O)[C@]12CCC=C1N(Cc1ccco1)C(=O)[C@H](CC(=O)NCCc1ccccc1OC)C2,-8.2,0.3,-7.4,x,x,x,-0.1,x,x
CCCn1cc(CN2CCCC(CNC(=O)c3ccc(F)cc3)C2)c(C)n1 (stereo not given),-1.2,0.6,-8.6,i,-2.6,-1.4,0.9,-20.2,2.2
CCOC(=O)c1c(C)c(C(=O)Nc2ccc(N(C)C)cc2)c(C)n1CC,-9.8,-0.7,8.2,0.3,0.3,1.2,-31.1,36.2,0.5
O=C(O)C(c1ccccc1)N1C(=O)/C(=C/c2cccs2)SC1=S (stereo not given),-0.3,0.3,0.2,-4.4,-0.4,0.0,-0.2,8.7,17.3
C=CCNC(=S)NNc1nc2c(c(=O)[nH]1)C1(CCCCC1)Cc1ccccc1-2,2.2,0.4,1.1,-2.2,5.6,3.2,-0.6,-0.9,29.4
CCCCCCC/C=N/Nc1nnc(Cc2ccccc2)c(=O)[nH]1,-21.7,-4.8,-2.3,i,-5.0,0.6,0.6,x,8.4
Cc1nn(Cc2ccccc2Cl)c(C)c1NC(=O)NC12CC3CC(CC(C3)C1)C2,0.9,-0.3,0.4,x,1.0,-0.7,x,-8.9,14.3
Cn1nnnc1Sc1ncnc2scc(-c3ccccc3C(F)(F)F)c12,3.4,0.6,5.1,i,x,5.5,-0.6,-2.1,7.3
COc1ccc(NC(=O)C2CCN(c3nc(C)nc4c3CCC4)CC2)cc1,-1.2,0.5,4.7,i,x,-1.7,x,-6.8,9.4
O=C(Nc1ccccc1)Nc1n[nH]c2nnc(-c3ccccc3)c(-c3ccccc3)c12,-7.4,-0.3,18.0,-0.6,1.0,1.0,2.1,-9.6,32.5
COC(=O)C[C@@H]1C[C@H]2c3cc(NC(=O)C4CCC4)ccc3O[C@H]2[C@@H](CO)O1,-4.4,-0.4,-8.4,-0.2,x,x,2.4&2.7,x,9.4
N#CC(=C(O)COC(=O)Cc1c[nH]c2ccccc12)c1nc2ccccc2[nH]1,3.0,0.8,6.1,x,x,-0.9,5.1,15.3,-5.0
C=CCC1(O)C(=O)N2C(=C1C(=O)N1CCOCC1)c1ccccc1CC2(C)C (stereo not given),-3.7,-1.2,3.2,8.5,3.4,-0.2,x,5.6,6.7
OC(CN(c1ccccc1)c1ccccc1)Cn1cnc2ccccc21 (stereo not given),-8.5,0.5,-2.8,i,6.5,-1.9,x,-11.5,21.2
CCCn1ncc(CN2CCC(CO)(Cc3ccc(OC)cc3)CC2)c1C,-7.6,-0.2,-3.2,i,-1.8,0.0,0.9,-15.8,3.8
COc1ccc(C(=O)N2CCC(n3nccc3NC(=O)C3CC3)CC2)c(OC)c1OC,1.4,0.7,0.5,-0.2,-3.9,0.3,2.1,7.4,-1.3
CCOC(=O)N1CCN(S(=O)(=O)N2CCCC(C(=O)NCc3cccc(OC)c3)C2)CC1 (stereo not given),-4.4,0.4,0.6,-5.8,3.2,1.2,1.4,-8.4,-5.3
O=C(CN1CCN(c2cccc(C(F)(F)F)c2)CC1)N(C1CC1)C1CCS(=O)(=O)C1 (stereo not given),-6.4,-0.4,1.3,0.1,x,-0.5,-6.3,-3.7,-8.3
C#CCOc1ccc(/C=C2/C(=O)ON=C2C)cc1Cl,-5.5,-1.7,-0.1,-0.5,3.5,2.7,0.1,-3.4,-3.7
COc1ccc(Cl)cc1CC1(C)C(=O)Nc2ccc(-c3ccccc3OC)cc21 (stereo not given),-4.0,0.0,-12.8,i,x,x,1.1,x,23.1
CCCCn1c(O)c(N=Nc2ccccn2)c2ccccc21,-2.1,-0.9,1.5,-0.2,0.8,6.8,x,-6.9,-2.3
Cc1cccc(/C=N/NC(=O)c2ccc(NC(=O)c3ccccc3Cl)cc2)n1,-12.2,4.5,0.4,-0.5,3.7,0.7,0.3,x,-7.8
Cc1cc(N)n(-c2ccccc2C)n1,-4.8,-0.9,-9.1,i,0.3,-1.9,0.2,-8.4,-2.6
C/C=C1/CN2[C@@H]3C4CO[C@@H]3c3c([nH]c5cc(OC)ccc35)[C@@H]2CC14 (stereo not given in full),-3.2,0.5,5.6,-0.5,x,0.0,-0.2,2.9,7.4

# High-throughput results from PubChem BioAssay.
